Screening data from PubChem.
SSB-PriA inh: inhibitors of Klebsiella pneumoniae PriA binding to SSB C-terminal tail | AlphaScreen SSBct-PriA binding, biotinylated peptide | inhibition, % at 33 µM | 0.6% of 430,000 active | AID 1272365; in the data active means inhibition mostly above about 37%, no sharp cut-off; inactive means mostly below about 20%;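 further: plate controls were negative control peptide for no effect and reference peptide for full effect; strong numbers were not always called active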
3CLpro inhibitor: SARS-CoV 3CLpro protease inhibition | recombinant SARS-CoV 3CLpro, quenched FRET peptide cleavage | inhibition, % at 6 µM | 0.14% of 290,000 active; in the data active means inhibition above about 12%
MazF activator: increases E. coli MazEF RNase cleavage of RNA | activation, % at 20 µM | 0.32% of 350,000 active | FAM/BHQ RNA-DNA oligo cleavage fluorescence, 5 h; in the data active means activation above about 50%
Target sequence (P0AE70 whole entry, looked up): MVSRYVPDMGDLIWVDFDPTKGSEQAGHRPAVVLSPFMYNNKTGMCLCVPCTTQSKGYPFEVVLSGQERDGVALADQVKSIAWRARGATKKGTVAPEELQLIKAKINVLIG
BoNT F protease: blocks Botulinum neurotoxin F light chain protease | 0.22% of 360,000 active | Multiplex microsphere protease cleavage assay, flow cytometry | inhibition, % at 10 µM; in the data active means inhibition above about 35%, passing the limit was not always enough; inconclusive means no clear call, values can overlap the other calls; further: plate controls were buffer without enzyme for full effect and enzyme alone for no effect
Rv3671c protease: inhibitors of M. tuberculosis serine protease Rv3671c; P9WHR9; inhibition, % at 5.96 µM; 0.048% of 320,000 active; in the data active means inhibition above about 38%;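 further: extracellular domain of Rv3671c used as enzyme; 0% = enzyme with DMSO and 100% = no enzyme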
Target sequence (P9WHR9 whole entry, looked up, the tested form may be a part): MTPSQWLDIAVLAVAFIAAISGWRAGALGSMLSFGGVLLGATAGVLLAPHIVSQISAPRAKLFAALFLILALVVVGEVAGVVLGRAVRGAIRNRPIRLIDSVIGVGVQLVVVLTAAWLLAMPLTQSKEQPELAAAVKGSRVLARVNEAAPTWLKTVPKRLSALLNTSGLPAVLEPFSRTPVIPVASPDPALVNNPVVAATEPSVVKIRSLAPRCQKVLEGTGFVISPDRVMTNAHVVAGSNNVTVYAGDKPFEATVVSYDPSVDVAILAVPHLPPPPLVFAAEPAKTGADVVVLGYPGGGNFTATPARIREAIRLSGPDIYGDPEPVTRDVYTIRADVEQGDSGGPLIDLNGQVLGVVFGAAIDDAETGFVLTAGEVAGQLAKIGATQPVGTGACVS
Anthrax LF prot: blocks Bacillus anthracis lethal factor protease; multiplex microsphere protease cleavage assay, LF; inhibition, % at 10 µM; 0.12% of 360,000 active; AID 588501; further: plate controls were buffer without enzyme for full effect and enzyme alone for no effect
CCHFV vOTU inh: CCHFV vOTU protease inhibition; Pep-AMC fluorescence; inhibition, % at 11.5 µM; 0.55% of 370,000 active; in the data active means inhibition above about 30%; further: 0% = vehicle wells with enzyme and 100% = no enzyme wells
BoNT A protease: inhibitors of Botulinum neurotoxin A light chain protease; multiplex microsphere protease substrate cleavage, flow cytometry; inhibition, % at 10 µM; 0.17% of 360,000 active; AID 588499; further: plate controls were buffer without enzyme for full effect and enzyme alone for no effect
DUSP3 inh: blocks human VHR1 dual specificity phosphatase | P51452 | recombinant VHR phosphatase, pNPP absorbance | inhibition, % at 13.3 µM | 0.52% of 290,000 active; in the data active means inhibition above about 50%; further: some compounds called inactive have numbers as strong as hits
Target sequence (P51452 whole entry, looked up): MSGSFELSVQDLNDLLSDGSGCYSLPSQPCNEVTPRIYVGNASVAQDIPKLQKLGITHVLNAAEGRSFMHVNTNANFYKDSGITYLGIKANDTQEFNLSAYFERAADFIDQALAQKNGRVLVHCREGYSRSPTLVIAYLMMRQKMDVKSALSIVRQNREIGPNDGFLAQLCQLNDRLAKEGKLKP
PrPC surface inh: reduces human prion protein on the cell surface; P04156; cell surface PrPC, TR-FRET read-out; inhibition, % at 13.8 µM; 0.43% of 370,000 active; in the data active means inhibition above about 24%; further: 0% = median of the test wells and 100% = reference compound wells
Numbers without * were called inactive; ? = inconclusive; . = not tested or not shown; & = joins results of further samples. Unless noted, no stated cut-off is given here; in the data, active means inhibition above about 30%; inconclusive means no clear call, values can overlap the other calls; inactive means below that.

Molecule	SSB-PriA inh	3CLpro inhibitor	MazF activator	BoNT F protease	Rv3671c protease	Anthrax LF prot	CCHFV vOTU inh	BoNT A protease	DUSP3 inh	PrPC surface inh
CN1CCN(S(=O)(=O)c2cccc(C(=O)Nc3nc(-c4ccccc4)cs3)c2)CC1	7	5	-2	-2	-14	-10	-13	-0.7	-10	-12
Cc1ccc(Nc2nc(N)nc(CSCCO)n2)cc1	-6	0	-1	5	-1	-4	11	-0.5	3	0
COc1ccc(C)cc1NC(=O)c1nnn(Cc2cccc(F)c2)c1N	-7	1	5	-13	-1	-12	-4	-1.3	28	21
CCC(Oc1ccccc1)C(=O)N1CCC(C(N)=O)CC1 (centres undefined)	6	2	-4	-7	-4	-2	-4	-0.2	2	-5
COc1cc(-c2nc(C)c(C(C)=O)n2O)ccc1OCC(=O)Nc1ccc(F)cc1	0	2	-1	1	-3	-4	5	-0.5	12	9
CN1CCN(C(=O)c2cc3nc(-c4ccccc4)cc(-c4ccccc4)n3n2)CC1	-8	2	9	-2	1	3	-21	0.4	-22	-21
Cc1cccc(-c2noc(CCC(=O)Nc3ccc(C(N)=O)cc3)n2)c1	-3	3	-41	3	1	-5	-4	0.1	-13	13
COC(=O)C(O)(NC(=O)NC(C)=O)C(F)(F)F (centres undefined)	-9	0	0	-10	0	-7	13	-0.9	12	5
CCOC(=O)N1CCN(c2ccc(S(=O)(=O)N3CCOCC3)cn2)CC1	-2	.	4	-3	-1	-2	-7	0.3	.	-9
O=C(O)c1cc(C2CC2)nc2ccccc12	-9	-6	4	-6	5	-5	-4	0.0	4	2
CC(C)CCN1C(=O)c2ccc(C(=O)NCC3CCCO3)cc2C1=O (centres undefined)	-15	3	2	11	8	-1	6	-0.5	6	-5
Cc1ccc(/C=C/S(=O)(=O)NCc2ccc(F)cc2)cc1	-6	-2	-5	-6	1	-6	-12	-1.5	9	-2
CCC(C(=O)NC1CC1)n1nc(C)c2c(C)n(-c3ccc(C)cc3)nc2c1=O (centres undefined)	-10	2	0	2	2	-4	-7	2.2	48	-3
Cc1occc1-c1nnc(SCC(=O)N2CCN(c3ccc(F)cc3)CC2)n1C	-8	7	7	8	8	-3	7	-0.8	30	-4
CN(CC(=O)NC(=O)NC1CCCCC1)CC(=O)Nc1ccccc1C(F)(F)F	.	.	6	3	.	6	6	0.3	.	8
COc1cc(C(=O)NCCc2ccc(S(=O)(=O)N3CCCC3)cc2)cc(OC)c1OC	-7	5	-4	0	-3	-8	-10	-1.0	11	9
CCOC1(OCC)C(c2ccc(N)cc2)C(C#N)(C#N)C1(OCC)OCC (centres undefined)	-2	1	-1	-1	0	-10	13	1.2	30	1
CC(C)(C)Nc1nc2cc([N+](=O)[O-])ccc2o1	-4	6	5	.	-5	-26	1	?	13	-12
CSc1cccc(NC(=O)CN2C(=O)c3ccccc3S2(=O)=O)c1	-7	2	8	-3	6	-1	-12	-0.3	9	5
CCCS(=O)(=O)C(=C(Nc1ccc(OC)cc1)Nc1ccc(OC)cc1)S(=O)(=O)CCC	6	1	0	-9	-3	-1	-15	0.2	14	9
Cc1nc(N2CCN(S(=O)(=O)c3ccccc3C#N)CC2)c2c(-c3ccccc3)csc2n1	-6	.	14	6	-4	3	13	3.6	.	-7
O=C(N/N=C/c1cc(Br)ccc1O)C(=O)Nc1ccccc1OC(F)(F)C(F)F	.	-1	-45	-8	8	-1	-6	3.7	19	0
Cc1ccc(/C=C/C(=O)Nc2ccc(Oc3ccccc3)cc2)o1	-11	-2	12	-1	-27	-2	3	-0.1	7	6
Cc1cc(C)cc(N(CC(=O)NC(C)(C)C)C(=O)CNC(=O)c2cccs2)c1	-21	-2	-5	2	-1	-5	11	0.7	16	6
COc1ccc(C(=O)NC2CCN(C(=O)Nc3ccccc3Cl)CC2)cc1	-9	6	-2	4	8	-2	-8	-0.1	1	-6

Additional compounds follow:
Molecule	SSB-PriA inh	3CLpro inhibitor	MazF activator	BoNT F protease	Rv3671c protease	Anthrax LF prot	CCHFV vOTU inh	BoNT A protease	DUSP3 inh	PrPC surface inh
O=C(CSc1ccc(-c2ccccn2)nn1)Nc1ccc(F)cc1F	11&-12	5	10	-4	3	2	-11	0.6	19	-4
COC(=O)Cn1nnc2c(cnn2-c2ccccc2)c1=O	8	3	-2	-3	14	1	15	-0.6	10	-10
CC(=O)Nc1ccc(S(=O)(=O)N2CCC(C(=O)NCCC(=O)Nc3ccccc3)CC2)cc1	-10	4	5	6	-3	2	-6	1.9	-6	-3
CCCN1CCN(C(=O)c2oc3c(Cl)cccc3c2C)CC1	2	-5	-17	2	1	-4	3	0.0	56*	-10
N#Cc1cccc(NC(=O)CN2CCCCCC2)c1	-10	-1	6	-7	-3	0	2	5.4	-4	3
CCN1CCN(S(=O)(=O)c2ccc(F)c(C(=O)Nc3c(F)cc(F)cc3Br)c2)CC1	1	-4	-1	0	-8	11	10	-0.1	-13	-3
CCOC(=O)C1=C(C)c2ccccc2N(S(=O)(=O)C(F)(F)F)C1C(=O)OCC (centres undefined)	-33	.	7	-2	.	4	8	0.2	.	-3
COc1ccccc1/C=C/C1C(C(=O)OCC(C)C)=C(C)N=C2SCCC(=O)N21 (centres undefined)	10	-1	4	3	2	0	19	-0.4	34	10
C/C(=N\N1CCN(C)CC1)c1c(O)[nH]c(=O)[nH]c1=O	.	-1	4	0	1	1	-8	0.4	0	1
O=C(CC1C(=O)NCCN1C(=O)c1ccc([N+](=O)[O-])cc1)Nc1ccc(F)cc1 (centres undefined)	2	-1	6	-3	3	-3	12	0.9	3	-22
CC(C)C(=O)Nc1cc(C(F)(F)F)ccc1-n1ccnc1	2	-4	-2	-8	5	-9	4	-0.5	0	13
Cn1c(/C(C#N)=C(\O)c2cccc(F)c2)nc2ccccc21	5	-3	-10	22	-1	3	7	2.3	0	-8
Cc1ccc(CN(C(=O)c2ccccc2[N+](=O)[O-])C2CCS(=O)(=O)C2)o1 (centres undefined)	9	2	1	-7	-7	-4	6	-0.9	-6	-11
COc1ccc(N2C(=O)CC(C)(C)CC2=O)cc1OC	-3	-2	4	-16	-20	-6	-6	-0.3	41	-2
C=CCNC(=O)C(=O)c1c(-c2ccccc2)[nH]c2ccccc12	-9	-5	10	-3	1	-1	4	0.8	8	-8
CC(OC(=O)[C@H](C)N=C1NS(=O)(=O)c2ccccc21)C(=O)Nc1ccc(F)c(F)c1F (some centres undefined)	.	.	-1	10	.	2	-4	-0.3	.	10
COc1ccc(C2(C#N)CCC(=O)N2c2ccccc2)cc1 (centres undefined)	-8	-3	1	-11	-1	6	0	-4.3	8	-4
Cc1ccc(C(C)C)c(OCC(=O)N2CCN(CC(=O)N3CCOCC3)CC2)c1	8	.	3	-5	-1	-9	14	-1.4	.	5
O=C(CN1C(=O)NC2(CCOc3ccccc32)C1=O)NCCc1ccc(F)cc1 (centres undefined)	-4	.	-3	-3	-1	-5	7	-0.9	.	7
CCOC(=O)C1=C(c2ccccc2)NC(SCC(=O)Nc2ccccc2C)=C(C#N)C1c1ccco1 (centres undefined)	6	8	1	-4	-59	-14	9	-0.2	10	-2
CN(C)c1ccc(NC(=O)COC(=O)CCC(=O)c2ccc(F)cc2)cc1	4	-3	3	-6	0	-3	-3	-1.4	48	-4
CC(Sc1nnc(Nc2ccccc2)s1)C(=O)NC1CCCc2ccccc21 (centres undefined)	0	-2	-1	-1	-10	1	4	0.5	8	1
Cc1ccc(-c2c(C(=O)NCc3ccc(F)cc3)oc(=O)c3ccccc23)cc1	-11	1	6	-14	-8	-4	18	-0.7	4	8
CCC1NC(=O)c2cccnc2-n2c1nc1cc(F)ccc1c2=O (centres undefined)	.	.	1	0	.	-1	1	0.0	.	-8
COc1ccc(C2=NN(CC(=O)NCc3ccco3)C(=O)CC2)cc1	-13	-3	-4	-2	0	0	11	0.1	-18	-8

(cont.)
Molecule	SSB-PriA inh	3CLpro inhibitor	MazF activator	BoNT F protease	Rv3671c protease	Anthrax LF prot	CCHFV vOTU inh	BoNT A protease	DUSP3 inh	PrPC surface inh
COc1cc(OC)nc(-n2ncc(Br)c(Br)c2=O)n1	5	1	-2	-4	-1	-1	12	-0.4	-20	11
Cc1ccc(C)c(NC(=O)CSc2nnc(Cc3cccn3C)n2-c2ccc(F)cc2)c1	3	4	7	1	3	2	16	0.0	16	1
CC(C)c1ccc(O)c(NC(=O)c2cccnc2)c1	5	-1	-6	-1	-3	-2	-5	-1.2	18	-4
Cc1ccccc1Cn1c2ccccc2c2cnn(CC(=O)NCCCN3CCOCC3)c(=O)c21	6	-4	6	1	-3	0	8	0.1	6	-1
COc1ccccc1C1NC(=O)NC(C)=C1C(=O)OC1CCC(C)CC1 (centres undefined)	-1	6	-26	17	-5	3	0	-1.6	8	-5
COCOCCn1cc(CN2CCS(=O)(=O)N(Cc3ccc(-c4ccc(Cl)c(Cl)c4)cc3)C(C(C)C)C2=O)nn1 (centres undefined)	.	.	28	-1	.	-6	11	-0.4	.	4
CCCCN(C)C(=O)C1CCN(CCCc2ccccc2)CC1	2	1	-1	12	-3	-4	0	-0.1	16	-6
Cc1ccc(-c2nc3ccccc3n3nnnc23)cc1	5	-8	7	17	.	5	1	0.8	-9	-4
CCOC(=O)N1CCN(C(=O)CN2C(=O)NC(C)(c3ccc4ccccc4c3)C2=O)CC1 (centres undefined)	-2	.	4	.	-4	.	-12	.	.	-7
COc1ccc(OC)c(NC(=O)CSc2nnc(CNc3ccc(C)cc3C)o2)c1	13	1	5	-9	2	1	1	-1.0	10	10
CC(C)N1CCC1(C)C(=O)Nc1cccc2ccccc12 (centres undefined)	.	.	.	-5	.	-1	-3	-0.1	.	-4
COC(=O)c1ccc(NC(=O)c2cc3c(CO)cnc(C)c3oc2=Nc2cccc(C(N)=O)c2)cc1	-13	4	24	-21	13	-5	-13	-4.0	44	2
CCOc1ccc(C2/C(=C(/O)c3ccc(S(=O)(=O)N4CCCCC4)cc3)C(=O)C(=O)N2CCCOC)cc1OC (centres undefined)	.	0	-9	3	-5	0	17	-0.1	8	-2
COc1ccc(N(C)C(=O)c2oc(=O)c3ccccc3c2-c2ccccc2)c(OC)c1	2	3	5	-1	0	-4	-3	-0.4	13	7
Cc1nc2ccc(N=NN(C)C)cc2[nH]1	1	0	0	-12	-4	-3	-12	-1.0	-6	-5
CC(=O)Nc1ccc(CN(C)c2c(C)nc3ccc(C(=O)N(C)Cc4ccco4)cn23)cc1	.	.	.	-6	.	-5	3	-0.4	.	4
COc1ccc(NC(=O)C2(C)Cc3c(-c4ccc5c(c4)OCO5)ccnc3O2)cc1OC (centres undefined)	.	.	.	-5	.	-9	-8	-0.6	.	1
O=C1NC[C@@H](CCCCN2C[C@H](Cc3ccccc3)N(CCc3ccc(O)cc3)C(=O)C2=O)N(CC2CCCCC2)C1=O	.	.	.	0	.	3	2	0.1	.	3
CCOC(=O)N1CCN(C(=O)CCCN2C(=O)CSc3nc(C)cc(C)c32)CC1	-13	-1	4	-4	4	-3	12	0.4	51*	-2
O=C(Nc1nc2ccccc2[nH]1)c1ccccc1O	-15	2	2	-12	0	-6	-32	0.5	7	-2
CC(=O)c1c(C)[nH]c(C(=O)CSc2nnc(C)s2)c1C	-18	0	8	-3	-6	-3	5	-0.2	8	-3
Cc1cccc(C)c1OCCCCN1CCNCC1	-7	2	2	-29	3	12	4	0.4	4	5

3 successive entries out of the list so far, for reference:
Molecule	SSB-PriA inh	3CLpro inhibitor	MazF activator	BoNT F protease	Rv3671c protease	Anthrax LF prot	CCHFV vOTU inh	BoNT A protease	DUSP3 inh	PrPC surface inh
COc1ccc(NC(=O)C2(C)Cc3c(-c4ccc5c(c4)OCO5)ccnc3O2)cc1OC (centres undefined)	.	.	.	-5	.	-9	-8	-0.6	.	1
O=C1NC[C@@H](CCCCN2C[C@H](Cc3ccccc3)N(CCc3ccc(O)cc3)C(=O)C2=O)N(CC2CCCCC2)C1=O	.	.	.	0	.	3	2	0.1	.	3
CCOC(=O)N1CCN(C(=O)CCCN2C(=O)CSc3nc(C)cc(C)c32)CC1	-13	-1	4	-4	4	-3	12	0.4	51*	-2

This is a subset, so the mix of outcomes need not match the whole.
